# Screens: PubChem, Southern Research Specialized Biocontainment Screening Center
# H37Rv inhibition = M. tuberculosis growth inhibition, HTS (AID 449762) | M. tuberculosis H37Rv growth inhibition, 7H9 media; higher % means a stronger effect | one-dose inhibition, % at 25 µM; IC50 in µM for titrated hits | actives 0.59% (n = 330,000); in the data active = a potency from the dose series; inconclusive = inhibition above about 70% without an active follow-up result;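 also: bacterial growth assessed after seven days of incubation; strong numbers were not always called active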
# inhibitors of VEEV = inhibitors of VEEV TC-83 cytopathic effect, confirmation, Vero cells (AID 588727) | Vero cells, VEEV TC-83 cytopathic effect inhibition; higher % means a stronger effect | inhibition, % at 20 µM; hits with a dose series show IC50 in µM | actives 0.13% (n = 350,000); in the data active = a potency from the dose series; inconclusive = inhibition mostly from about 14% at the one dose, without a potency; inactive = the rest, 99 in 100 with inhibition below about 12%; also: strong numbers were not always called active
# PhoP GFP inhibition = PhoP regulon inhibitors, Salmonella typhi PhoP promoter GFP reporter, confirmatory (AID 1850); inhibition, % at 50 µM; hits with a dose series show IC50 in µM; actives 0.33% (n = 310,000); Salmonella Typhi PhoP-promoter GFP reporter, fluorescence, 4 h; higher % means a stronger effect; in the data active = a potency from the dose series; inconclusive = inhibition mostly from about 25% at the one dose, without a potency; inactive = the rest, 99 in 100 with inhibition below about 19%;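 also: 0% = induced wells with vehicle and 100% = uninduced wells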
# H1N1 NS1A inhibition = H1N1 influenza NS1A inhibitors, functional cell based assay (AID 504329). NS1A functional cell-based assay, percent inhibition; higher % means a stronger effect. inhibition, % at 12.5 µM, or IC50 in µM where a hit was titrated. actives 0.3% (n = 340,000); in the data active = a potency from the dose series; inconclusive = inhibition above about 27% without an active follow-up result; also: strong numbers were not always called active
# M. tuberculosis = growth inhibition of non-replicating M. tuberculosis (AID 488890); Mycobacterium tuberculosis non-replicating, growth inhibition; higher % means a stronger effect; inhibition, % at 25 µM; hits with a dose series show IC50 in µM; actives 0.39% (n = 320,000); in the data active = a potency from the dose series; inconclusive = inhibition mostly from about 82% at the one dose, without a potency; inactive = the rest, 99 in 100 with inhibition below about 76%;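 also: plate controls were DMSO cells for no effect and high antibiotic wells for full effect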
# inhibitors of VEEV 10K pilot screen = recorded beside inhibitors of VEEV, whose call it bears; inhibition, %; measured here: 10K pilot screen inhibition
# * hit, by the source's call; i = inactive; u = inconclusive; x = not tested or not shown.
SMILES,H37Rv inhibition,inhibitors of VEEV,PhoP GFP inhibition,H1N1 NS1A inhibition,M. tuberculosis,others
CC(C)Cc1cc(C(=O)Nc2cccnc2)no1,u,1.2%,1%,0%,u,
COc1cc(/C=N/Nc2ccc(S(N)(=O)=O)cc2)cc(OC)c1OC,5%,11%,3%,22%,8%,
O=C(CSc1nc(=O)n(CCN2CCOCC2)c2c1CCCC2)Nc1ccc(F)cc1F,-3%,i,8%,8%,-1%,
CC(C(=O)N1CCc2ccccc21)N1CCN(c2ccccn2)CC1 (stereo not drawn),9%,0.2%,-5%,-4%,-3%,
CN1C(=O)C(=O)/C(=C(/O)c2ccc(Br)cc2)C1c1ccccc1F (stereo not drawn),1%,0.5%,-9%,-37%,5%,
O=S(=O)(Nc1ccc(-n2cnnn2)cc1)c1ccc(Cl)cc1,-1%,0.9%,x,-3%,-6%,
Clc1ccc(N2CCN(/N=C/c3ccncc3)CC2)cc1,3%,0.1%,2%,8%,35%,
CCc1cccc(NC(=S)N(CCN(C)C)C2CCN(C(C)C)CC2)c1,7%,1.4%,-1%,-6%,-3%,
O=C(O)C(F)=C1c2ccccc2-c2ccccc21,-5%,0.5%,-4%,x,25%,
CCCCCCCCSc1n[nH]c(N)n1,6%,i,-3%,-16%,75%,inhibitors of VEEV 10K pilot screen=0.4
COc1cc2c(cc1OC)-c1cc3ccc(OC)c(OC)c3c[n+]1CC2,3%,4.9%,5%,-5%,18%,
CNc1nc(-c2ccc3c(c2)CCN3C(=O)c2ccccc2C)cs1,u,3.9%,4%,1%,18%,
Cc1ccc(C)c(C(=O)CCC(=O)NNC(=O)c2cccs2)c1,2%,0.7%,x,-4%,3%,
CCc1ccc(OCc2ccc(C(=O)O)o2)cc1,-3%,0.3%,5%,-3%,45%,
CCOC(=O)c1c(/N=C/C2=C(O)CCCC2=O)sc(C)c1C,-6%,i,6%,1%,-19%,
Cc1ccc2nc(SCC(=O)Nc3cc([N+](=O)[O-])ccc3F)[nH]c2c1,2%,13%,-13%,-1%,34%,
CCC1Oc2ccccc2C(=O)N(CC(=O)c2ccc3c(c2)OCCO3)C1=O (stereo not drawn),3%,0.7%,-2%,-1%,18%,
O=C(/C(C=Nc1cc2c(oc1=O)CCCC2=O)=C(\O)c1ccccc1)c1ccccc1,7%,0.3%,-10%,1%,24%,
CCCCOC(=O)c1ccc(NC(=O)C(=O)NCc2ccccn2)cc1,u,2.5%,8%,-2%,38%,
O=C(COC(=O)c1ccc(O)cc1)Nc1ccccc1-c1ccccc1,3%,3.9%,-15%,1%,58%,

# Of the compounds above, six contain a halogen:
SMILES,H37Rv inhibition,inhibitors of VEEV,PhoP GFP inhibition,H1N1 NS1A inhibition,M. tuberculosis,others
O=C(CSc1nc(=O)n(CCN2CCOCC2)c2c1CCCC2)Nc1ccc(F)cc1F,-3%,i,8%,8%,-1%,
CN1C(=O)C(=O)/C(=C(/O)c2ccc(Br)cc2)C1c1ccccc1F (stereo not drawn),1%,0.5%,-9%,-37%,5%,
O=S(=O)(Nc1ccc(-n2cnnn2)cc1)c1ccc(Cl)cc1,-1%,0.9%,x,-3%,-6%,
Clc1ccc(N2CCN(/N=C/c3ccncc3)CC2)cc1,3%,0.1%,2%,8%,35%,
O=C(O)C(F)=C1c2ccccc2-c2ccccc21,-5%,0.5%,-4%,x,25%,
Cc1ccc2nc(SCC(=O)Nc3cc([N+](=O)[O-])ccc3F)[nH]c2c1,2%,13%,-13%,-1%,34%,

# Next results:
SMILES,H37Rv inhibition,inhibitors of VEEV,PhoP GFP inhibition,H1N1 NS1A inhibition,M. tuberculosis,others
Cc1ccc(-c2cc(Cc3ccccc3)c(=O)[nH]n2)cc1,0%,3.3%,-2%,x,8%,
COc1cccc(OCc2cc(/C=N/Nc3ccc(C(=O)O)cc3)ccc2OC)c1,16%,5.2%,0%,11%,15%,
CCC(C)(C)NC(=O)CN(C(=O)c1csnn1)c1cccc2c1CCCC2,-3%,1.1%,-3%,0%,5%,
CCOC(=O)N1CCN(C(=O)CSC2=NS(=O)(=O)c3cc(F)ccc3N2)CC1,-5%,3.1%,-2%,-15%,-8%,
N#Cc1c(-c2ccccc2)nc(SCc2ccc(Cl)cc2)[nH]c1=O,-3%,0.2%,-11%,-14%,26%,
CC(=O)Nc1cccc(NC(=O)CCn2cnc3cc(C)c(C)cc32)c1,-12%,1.3%,18%,4%,7%,
Cc1ccc(NC(=O)Cn2c(=O)ccn(Cc3ccccc3)c2=O)cc1S(=O)(=O)N1CCOCC1,x,0.2%,x,-3%,x,
O=C(NC12CC3CC(CC(C3)C1)C2)C1CCCN1C(=O)NC1CCCCC1 (stereo not drawn),-6%,0.9%,5%,-3%,11%,
COc1ccccc1/C=C(\NC(=O)c1ccc(OC)c(OC)c1)C(=O)Nc1cccc([N+](=O)[O-])c1,12%,0.7%,-3%,10%,-14%,
Cc1cc2ccccn2c1C(=S)NC(=O)c1ccccc1,-1%,0.8%,-2%,19%,u,
Cc1[nH]c2ccccc2c1C(=O)COC(=O)Cn1c(C)nc2ccccc21,7%,0.5%,4%,-2%,-3%,
CCCCP(=O)(CCCC)CCP(=O)(c1ccccc1)c1ccccc1,1%,0.4%,-6%,3%,-10%,
Cc1ccc([N+](=O)[O-])cc1N(CC(=O)Nc1ccc(S(=O)(=O)Nc2cccc(C(F)(F)F)c2)cc1)S(C)(=O)=O,u,1.4%,4%,19%,-7%,inhibitors of VEEV 10K pilot screen=0.8
Cc1ccc(-n2c(-c3ccncc3)nnc2-c2ccco2)cc1,1%,3.5%,0%,16%,-9%,
O=c1[nH]c2ccccc2nc1-c1ccc(Cl)cc1,2%,3.2%,-1%,-2%,x,
CN(C(=O)CN1CCN(c2ccc([N+](=O)[O-])cn2)CC1)c1ccccc1,-3%,0.3%,9%,-3%,-10%,
O=C(NC1CC1)c1scc2c1OCCO2,5%,0.7%,3%,2%,-9%,
CCOc1ccccc1CN1CCNC(=O)C1CC(=O)NCCCn1cccn1 (stereo not drawn),2%,i,-7%,2%,-3%,
S=C(NCc1ccc2c(c1)OCO2)Nc1ccc(-c2nc3ccccc3[nH]2)cc1,43%,8.7%,8%,10%,48%,
COc1ccc(/C=C/C(=O)NC2CC3CCC2C3)cc1 (stereo not drawn),15%,0.8%,-4%,-36%,69%,
CCOC(=O)c1c(-c2ccc(OC)cc2)oc2ccc(OC(=O)N(C)C)cc12,u,4.5%,-4%,-5%,67%,
O=C(CN1C(=O)c2ccccc2C1=O)Nc1ccc(Cl)cn1,-4%,2.5%,-7%,6%,-5%,
COc1cccc(/C=C2\NC(=O)NC2=O)c1O,10%,1.1%,7%,-22%,-13%,
CC(=O)c1ccc(NC(=O)C(C)N(C)CC(=O)Nc2ccc(Cl)cc2)cc1 (stereo not drawn),4%,i,-7%,1%,29%,
CCOC(=O)N1CCC(N2C(=O)c3ccc(C(=O)Nc4ccc(F)cc4F)cc3C2=O)CC1,-6%,2.1%,10%,2%,24%,
CCOC(=O)c1cc(=O)n2c(nc3ccccc32)[nH]1,-3%,2.8%,-32%,-13%,7%,
CN1CCNC(=O)C1CC(=O)NCC1(c2ccccc2)CCCCC1 (stereo not drawn),1%,0.9%,-9%,2%,-9%,
O=C(N/N=C/c1ccncc1)c1ccc(NS(=O)(=O)c2cccs2)cc1,-1%,0.5%,-6%,0%,4%,
CC(=O)c1sc(NC(=O)COc2c(C)cc(Cl)cc2C)nc1C,-6%,x,9%,x,9%,
CC(C(=O)Nc1ccc(Br)cc1C(=O)c1ccccc1)N1CCOCC1 (stereo not drawn),1%,i,-3%,5%,1%,
O=C(Nc1ccccc1N1CCOCC1)c1cc2ccccc2o1,-2%,0.9%,-25%,0%,-10%,
Cc1nc(S(=O)(=O)N2CCN(C3c4ccccc4-c4ccccc43)CC2)cn1C,-1%,5.5%,2%,x,-2%,
COc1ccc(OC)c(NC(=O)COC(=O)COc2ccc(Nc3ccccc3)cc2)c1,u,1.1%,x,-2%,u,
COc1cc(S(=O)(=O)N2CCCC3(CCCCC3)C2)ccc1-n1cnnn1,0%,i,-5%,-11%,8%,
Cc1ccc(C(=O)OCC(=O)NC2CCCC(C)C2C)cc1S(=O)(=O)N1CCCCC1 (stereo not drawn),5%,1.2%,x,-10%,-1%,
CC(=O)NCCc1ccc(S(=O)(=O)Nc2ccc(C)c(S(=O)(=O)N3CCOCC3)c2)cc1,-2%,3.5%,-13%,-10%,3%,
COc1ccc(-c2nc(-c3ccc(NC(=O)c4ccncc4)cc3)no2)cc1OC,1%,6.1%,-6%,6%,x,
Cc1nc(Nc2ccccc2)sc1C(=O)Nc1ccccc1,8%,4.9%,2%,-12%,24%,
CCOc1cc(N2CCOCC2)c(OCC)cc1NC(=O)CN1C(=O)NC2(CCc3ccccc32)C1=O (stereo not drawn),-14%,0.8%,-1%,4%,-10%,
CC(=O)c1ccc(OCC(=O)OCC(=O)NCc2ccco2)cc1,3%,i,x,-5%,13%,
CC1CCN(CC(O)COC2CC(C)CC(C)(C)C2)CC1 (stereo not drawn),-1%,1.0%,-19%,x,-6%,
CCc1nc2sc(C#N)c(N)c2c2c1CCCC2,-5%,0.3%,-4%,-31%,-2%,
Cn1cc(Br)c(C(=O)NC2CCCCCC2)n1,-8%,1.1%,-2%,-8%,10%,
Cn1c(C(=O)N2CCCC(C(=O)O)C2)cc2sccc21 (stereo not drawn),3%,0.2%,-10%,-1%,5%,inhibitors of VEEV 10K pilot screen=0.4
Cc1ccc(C(=O)CSc2nnc(-c3c[nH]c4ccccc34)o2)cc1,1%,2.5%,4%,1%,15%,inhibitors of VEEV 10K pilot screen=1.8
CCOCC(=O)OCC(=O)NC12CC3CC(CC(C3)C1)C2,-3%,0.2%,-6%,3%,-8%,
Cc1ccc(C(C)C)cc1OCC(=O)N/N=C/c1ccc2c(c1)OCCO2,-3%,2.3%,-5%,-8%,55%,
Cc1cc(NC(=O)COc2ccc(Cl)cc2Cl)n(CCC#N)n1,5%,2.8%,-1%,-10%,35%,
O=C(CSc1nnc(-c2ccco2)o1)N1CCCCC1,4%,0.9%,5%,4%,u,
Cc1ccc(C(=O)OCC(=O)Nc2ccc3[nH]c(=O)[nH]c3c2)cc1[N+](=O)[O-],4%,1.1%,1%,-12%,-10%,
COc1ccc(CNC(=O)CCN2C(=O)c3ccccc3C2=O)cc1OC,3%,0.1%,1%,-11%,-8%,
NC(=S)Nc1ccccc1Br,2%,0.6%,9%,-2%,10%,
O=C(NCc1ccco1)c1ccc(Cn2c(=O)c3sccc3n(Cc3ccc(F)cc3)c2=O)cc1,-1%,7.6%,-16%,-5%,x,
O=C(O)CCC(=O)c1ccc2c(c1)OCCCO2,5%,i,-13%,-8%,6%,
O=C(Nc1ccc(F)cc1F)c1ccc(S(=O)(=O)NCc2ccco2)cc1,-4%,3.0%,x,-15%,22%,
COc1cccc(OC)c1C(=O)Nc1nc(N)n(-c2ccccc2)n1,-3%,1.8%,5%,-3%,-8%,
Nc1ccc(S(=O)(=O)NN=CC=Cc2ccccc2[N+](=O)[O-])cc1,x,0.4%,x,-16%,x,
O=C(Nc1cccc(NC(=O)c2ccco2)c1)c1ccc2c(c1)OCO2,2%,0.5%,8%,-4%,12%,
CCc1n[nH]c(=S)n1/N=C/c1cccc2ccccc12,1%,1.3%,-1%,-21%,-14%,
CCC(Sc1nncn1C)C(=O)Nc1ccccc1OC (stereo not drawn),-5%,i,-6%,-14%,0%,
# Later entries
SMILES,H37Rv inhibition,inhibitors of VEEV,PhoP GFP inhibition,H1N1 NS1A inhibition,M. tuberculosis,others
CCC1CCCCN1C(=O)Cn1c(C(=O)OC)cc2sc(Cl)cc21 (stereo not drawn),0%,0.0%,-9%,-1%,-14%,
O=C(CN1CCN(c2cccc(Cl)c2)CC1)Nc1ccc(S(=O)(=O)N2CCOCC2)cc1,8%,i,-1%,-3%,33%,
Cn1c(NCC2CCCO2)nc2c1c(=O)n(Cc1ccccc1)c(=O)n2C (stereo not drawn),-1%,1.1%,-5%,0%,-1%,
CCOC(=O)C1=C(COC(=O)CCCOc2ccccc2)NC(=O)NC1C (stereo not drawn),x,1.8%,x,-12%,x,
Cc1cccc(Oc2ccc(N)cc2)c1,u,i,11%,8%,u,
CCOC(=O)N1CCN(C(=O)CNC(=O)Cn2cnc3ccccc3c2=O)CC1,5%,i,-9%,9%,-1%,inhibitors of VEEV 10K pilot screen=0.4
O=C(O)CN=C1NC2(CCCCC2)Cc2ccccc21,-4%,0.6%,-8%,4%,-4%,
CCc1ccccc1NS(=O)(=O)c1cc(C)ccc1OC,-1%,1.0%,7%,7%,16%,
